Dicer processing – inhibitors of Dicer pre-microRNA processing, primary screen, biochemical, cat-ELCCA, chemiluminescence; Endoribonuclease Dicer (Homo sapiens), Q9UPY3; cat-ELCCA pre-miR-21 Dicer processing; active compounds read high; z-score at 25 µM; 47,000 tested, 6% active; AID 1347074, 2019; in the data active = z-score above about 3, passing the limit was not always enough;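 note: plate controls were vehicle for no effect and no enzyme for full effect; higher signal means more uncleaved substrate so more Dicer inhibition; strong numbers were not always called active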
Target sequence (Q9UPY3 whole entry, looked up): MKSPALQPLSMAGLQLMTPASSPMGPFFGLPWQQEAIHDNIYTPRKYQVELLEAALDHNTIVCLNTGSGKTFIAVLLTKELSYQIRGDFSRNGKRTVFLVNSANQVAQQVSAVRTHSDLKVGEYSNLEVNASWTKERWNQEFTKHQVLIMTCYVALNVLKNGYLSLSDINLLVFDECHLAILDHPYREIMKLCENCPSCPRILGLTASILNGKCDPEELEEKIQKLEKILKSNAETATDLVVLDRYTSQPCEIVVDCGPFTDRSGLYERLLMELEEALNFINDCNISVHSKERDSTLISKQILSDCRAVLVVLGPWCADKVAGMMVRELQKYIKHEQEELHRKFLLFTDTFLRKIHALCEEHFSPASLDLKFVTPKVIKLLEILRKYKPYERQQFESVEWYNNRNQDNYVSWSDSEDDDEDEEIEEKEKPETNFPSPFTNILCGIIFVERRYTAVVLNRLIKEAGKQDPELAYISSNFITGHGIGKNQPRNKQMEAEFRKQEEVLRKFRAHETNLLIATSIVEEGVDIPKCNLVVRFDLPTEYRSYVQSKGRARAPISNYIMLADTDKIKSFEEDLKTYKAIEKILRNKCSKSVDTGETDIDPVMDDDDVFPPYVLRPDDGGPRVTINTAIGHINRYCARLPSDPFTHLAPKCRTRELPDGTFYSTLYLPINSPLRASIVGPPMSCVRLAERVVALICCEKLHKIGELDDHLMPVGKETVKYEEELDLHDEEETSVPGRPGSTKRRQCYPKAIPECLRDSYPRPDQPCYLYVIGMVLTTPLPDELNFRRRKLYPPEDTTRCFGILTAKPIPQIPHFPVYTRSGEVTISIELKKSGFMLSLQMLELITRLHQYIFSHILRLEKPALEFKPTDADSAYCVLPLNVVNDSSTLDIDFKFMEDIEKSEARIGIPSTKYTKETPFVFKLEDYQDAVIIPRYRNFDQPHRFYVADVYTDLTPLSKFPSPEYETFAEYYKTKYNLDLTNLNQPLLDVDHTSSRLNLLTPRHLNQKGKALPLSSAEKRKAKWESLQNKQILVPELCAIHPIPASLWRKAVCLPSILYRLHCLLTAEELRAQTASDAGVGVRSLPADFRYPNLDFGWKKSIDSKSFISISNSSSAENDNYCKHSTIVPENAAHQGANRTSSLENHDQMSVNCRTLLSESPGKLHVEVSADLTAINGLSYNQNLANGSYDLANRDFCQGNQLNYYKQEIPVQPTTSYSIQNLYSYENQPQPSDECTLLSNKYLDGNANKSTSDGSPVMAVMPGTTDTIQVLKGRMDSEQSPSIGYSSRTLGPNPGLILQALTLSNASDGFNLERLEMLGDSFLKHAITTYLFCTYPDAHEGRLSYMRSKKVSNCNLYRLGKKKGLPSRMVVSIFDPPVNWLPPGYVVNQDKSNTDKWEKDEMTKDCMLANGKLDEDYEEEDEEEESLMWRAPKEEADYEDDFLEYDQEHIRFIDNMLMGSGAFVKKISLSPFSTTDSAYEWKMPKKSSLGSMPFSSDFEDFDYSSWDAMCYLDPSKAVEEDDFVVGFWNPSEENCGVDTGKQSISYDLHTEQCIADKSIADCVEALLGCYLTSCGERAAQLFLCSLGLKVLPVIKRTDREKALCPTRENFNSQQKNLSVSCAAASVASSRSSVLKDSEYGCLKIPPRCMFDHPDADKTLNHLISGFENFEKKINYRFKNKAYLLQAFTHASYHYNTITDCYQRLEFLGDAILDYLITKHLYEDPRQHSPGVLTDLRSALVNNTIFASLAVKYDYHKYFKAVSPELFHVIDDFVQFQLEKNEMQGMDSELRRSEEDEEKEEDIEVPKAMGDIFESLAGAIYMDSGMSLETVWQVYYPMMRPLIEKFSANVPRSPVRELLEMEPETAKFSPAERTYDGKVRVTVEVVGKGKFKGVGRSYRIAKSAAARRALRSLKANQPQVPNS
Starred values were filed as active, the others as inactive. Not all compounds are listed; rates above refer to the full screens.

compound,Dicer processing
CSc1nnc2c(n1)OC(c1ccc(Br)cc1)N(C(C)=O)c1ccccc1-2 (stereo not given),-1.53
C=CCOc1ccc(C2C3=C(CCCC3=O)NC3=C2C(=O)CCC3)cc1,-0.22
CC(C)CNC1CC(=O)N(c2ccc(Cl)cc2)C1=O (stereo not given),1.26
CCCCCCNC(=O)NC(CC(=O)O)c1ccccc1 (stereo not given),-0.03
Cc1cccc(-c2noc(NC(=O)NNc3c(Cl)cccc3Cl)n2)c1,-0.29
Cn1cc(C(=O)Nc2ccc(Cl)cc2)c(C(F)(F)F)n1,1.29
Clc1ccc(OCCSc2nnnn2C2CCCCC2)cc1,-0.16
Cn1nc(C(F)(F)F)c(-c2ccccc2)c1N1C(=O)C2C3C=CC(C3)C2C1=O (stereo not given),-0.37
O=C(O)c1ccc(-n2nnnc2SCc2cccc(Br)c2)cc1,4.89*
Cc1cccc(Nc2cc(C)nc3ncnn23)c1,-0.22
CCOC(=O)c1cc(C)nc(Sc2ccc(NC(C)=O)cc2)n1,-0.51
CC(C)N(Cc1ccccc1)C(=O)c1ccc(F)cc1F,-0.51
Cc1ccc(-c2nnc(N3CCOCC3)c3ccccc23)cc1S(=O)(=O)NC(C)(C)CO,1.72
COC(=O)C1=C(C(=O)OC)C2(OC1c1ccccc1C)C(=O)c1ccccc1C2=O (stereo not given),-0.17
COC(=O)Cc1cc(OC)c(OC)cc1[N+](=O)[O-],-0.1
N=c1c2c3c(sc2ncn1Nc1ccccc1)CCC3,2.13
CCOC(=O)c1c(C)n(S(C)(=O)=O)c2ccc(N(C(=O)c3cccs3)S(C)(=O)=O)cc12,-0.69
Cc1cc(NS(=O)(=O)c2ccc(NC(=O)CSCC(=O)O)cc2)no1,-0.46
CC1CCc2c(sc3nc(=S)[nH]c(NCc4ccccc4)c23)C1 (stereo not given),-0.28
N=C(N)c1ccc(OCCCCCOc2ccc(C(=N)N)cc2)cc1,0.18
O=C(O)C(Cc1ccccc1)N1C(=O)CSC1=S (stereo not given),-0.8
c1n[nH]c(SCCCCCCSc2ncn[nH]2)n1,-0.37
CCOC(=O)c1cc([NH2+][O-])cc2c1-c1ccc([N+](=O)[O-])cc1C2=O,-0.12
CCc1ccc(-c2csc(NC3OC(=O)c4ccccc43)n2)cc1 (stereo not given),-0.13
CCNC(=O)NNc1c(Cl)cccc1Cl,-0.28
COc1cc(C2SCC(=O)N2Cc2ccccc2)ccc1O (stereo not given),2.61
O=C(Oc1cccc(Br)c1)c1ccco1,2.93
CC(=O)N1CCc2cc(Br)ccc21,-0.48
Nc1nc(Nc2ccccc2)sc1C(=O)c1ccc(F)cc1,1.68
Cc1cccc(NC(=S)N2CCCCC2C)c1 (stereo not given),-0.66

(cont.)
compound,Dicer processing
COCCN1C(=O)C(=O)/C(=C(\O)c2ccc(F)cc2)C12C(=O)N(C)c1ccccc12 (stereo not given),-3.39
C=C(C)CC(Nc1ccccc1C)c1ccco1 (stereo not given),-0.2
Fc1ccc(Sc2ncnc3scc(-c4ccccc4)c23)cc1,-1.15
O=C1NC(c2ccc([N+](=O)[O-])s2)Nc2ccccc21 (stereo not given),-0.22
COCc1cc(=O)[nH]c2c1c(-c1cccs1)nn2C,0.54
Cc1cc2n(n1)C(c1ccc(N(C)C)cc1)Nc1c(C)cccc1-2 (stereo not given),6.03*
CCOC(=O)C(Sc1nc2sc3c(c2c(=O)n1C)CCCC3)C(C)=O (stereo not given),-1.56
Clc1ccccc1CN1CCN(CC2CC=CCC2)CC1 (stereo not given),1.68
FC(F)(F)c1ccc2c(c1)[nH]c(=S)n2CCc1ccccc1,-0.51
CCOC(=O)/C=C(\C)Nc1ccc(Cl)cc1,0.2
Cc1nn2c(nc1=O)NN=C(c1ccccc1)C2,-0.32
COCc1cc(C)nc(NCCO)c1C#N,-0.25
O=S(=O)(c1ccc(Oc2ccccc2)nc1)N1CCCC1c1ccc(F)cc1 (stereo not given),-0.38
N#Cc1ccc(CSC(N)=Nc2ccccc2)cc1,-0.99
Cn1nc(C(F)(F)F)c(-c2ccccc2)c1NC(=O)CSCC(=O)O,-0.21
COc1ccc(Oc2coc3cc(OC(=O)c4cccs4)ccc3c2=O)cc1,1.27
CC(=O)Nc1ccc(C)c(N=Cc2ccc(Cl)c(Cl)c2)c1,-2.08
CN(C)S(=O)(=O)N(CC(=O)Nc1ccc(Br)c(Cl)c1)c1ccccc1,2.34
COc1cc(C2c3c(oc4ccc(C)cc4c3=O)C(=O)N2Cc2ccc3c(c2)OCO3)ccc1O (stereo not given),0.09
CCCCN(C)CC(O)Cn1c2ccc(Cl)cc2c2cc(Cl)ccc21 (stereo not given),-1.62
COC(=O)c1cc(OC)c(OC)c(OC)c1N=C/C(C(C)=O)=C(\C)O,-0.53
C=CCOC(=O)C1=C(C)N=C2SCCC(=O)N2C1c1cccc(OC)c1 (stereo not given),-0.78
COc1cc2c(cc1OC)Cc1cc(OC)c(OC)cc1Cc1cc(OC)c(OC)cc1C2,0.24
CC(=O)C(C)(C)OC(=O)NCc1ccccn1,-0.61
Cc1c(NS(=O)(=O)c2ccc(S(=O)(=O)c3ccccc3)s2)c(=O)n(-c2ccccc2)n1C,0.24
Cc1c(C(=O)CSc2nccc(-c3cccs3)n2)sc2ccc(Cl)cc12,-0.9
CCc1cc(C(=O)c2ccc(OC)cc2)c(NC(=O)c2ccc(F)cc2)s1,-1.55
CCOC(=O)C1=NN(c2ccccc2)C(=C2C(=O)c3ccccc3C2=O)C1c1cccs1 (stereo not given),-1.66
CC(=O)c1cc2c(s1)-c1cc(Cl)ccc1SC2,1.04
COc1ccc(C2CC(C(F)(F)F)n3nc(C(=O)O)cc3N2)cc1 (stereo not given),-2.31

Going on with the list.
compound,Dicer processing
COC(=O)c1cc(-c2ccc(Br)cc2)no1,1.96
CCc1ccc(C(=O)/C=C/SC(=NC#N)SC)cc1,0.17
CN1C(=O)C(O)(CC(=O)c2ccccc2O)c2ccccc21 (stereo not given),-2.6
O=c1[nH]c(=S)[nH]cc1OCc1ccccc1,1.38
Cc1cc(C(F)F)n2ncc(C(=O)O)c2n1,-0.74
CC(C)c1ccc(NC(=O)CSc2nc3cc(C(F)(F)F)ccc3n2C(C)C)cc1,-0.58
Cc1ccc(OCCOC(=O)c2sc(=S)n(C)c2C)cc1,1.7
CC(C)S(=O)(=O)c1csc(NC(=O)Nc2ccccc2Cl)c1Cl,3.77*
Cc1ccc(-c2nnc(CSc3n[nH]c(=O)n3-c3ccccc3C(F)(F)F)o2)cc1,0.82
O=[N+]([O-])c1cc(/C=N/Nc2ccc(Br)c(Cl)c2)cs1,-0.74
COc1ccc(C2C(C(=O)OC(C)C)=C(C)NC3=C2C(=O)CC(C)(C)C3)cc1OC (stereo not given),-0.06
CCN1C(=O)c2cccc3c(S(=O)(=O)NC(C(=O)O)C(C)C)ccc1c23 (stereo not given),0.08
COc1ccc(NC(=O)C2CC(C)=C(C)CC2C(=O)O)c(N2CCOCC2)n1 (stereo not given),0.85
COCCOC(=O)c1c(C)oc2cc(Br)c(OCc3ccc(F)cc3)cc12,-0.19
C=CCSc1ncnc2c1cnn2-c1ccccc1,0.2
O=S(=O)(Oc1ccc(Cl)cc1)c1c(Cl)sc(Cl)c1Br,0.96
Cc1cc([N+](=O)[O-])ccc1S(=O)(=O)NNC(=O)COc1ccc(C)c2c1CCC2,-1.17
CC1CC(=O)c2cnc(N3CCCCC3)nc2C1 (stereo not given),1.89
CCNc1[nH]c(=S)nc2c1cnn2-c1ccccc1,-0.66
C=CCOc1ccc(C2c3c(oc4ccccc4c3=O)C(=O)N2c2ccccn2)cc1OCC (stereo not given),1.96
COC(=O)/C=C(/Nc1ccc(Cl)cc1)C(=O)OC,1.88
COc1ccc(Cl)c(OC)c1C(N)=O,-0.38
COc1cc(C2c3c(oc4ccc(F)cc4c3=O)C(=O)N2CCCN2CCOCC2)ccc1O (stereo not given),0.66
CNc1nc(C)nc(-c2ccccc2O)n1,1.31
CCSc1nc2c(c(=O)n(C)c(=O)n2C)n1Cc1ccc(Cl)cc1,0.09
C1CCc2c(c(N3CCOCC3)nc3sc4c(N5CCNCC5)nnnc4c23)C1,1.78
CCc1[nH]c(=O)c(C#N)c2c1CCCC2,0.99
Cc1ccccc1OCc1nc(C#N)c(NCCCn2ccnc2)o1,-0.23
CCOC(=O)c1cc(CC)sc1NC(=S)Nc1ccccc1F,-3.02
Cc1ccc2nc(-c3cccc(S(=O)(=O)N4CCCC4)c3)cn2c1,-0.68

(more compounds)
canonical_smiles | Dicer processing
N#CC1=C2N=C(N)c3ccccc3N2C2=C(C(=O)CCC2)C1c1ccc(Br)cc1 (stereo not given) | 0.96
Cc1cccc(-n2c(-c3ccccc3)cn3c4c(=O)[nH]c(=O)n(C)c4nc23)c1 | -1.41
CC(C)(C)C(=O)Nc1ncccc1/C=C1\C(=O)Nc2ccccc21 | -0.14
COC(=O)c1c(C)oc2ccc(OC(=O)c3c(C)oc4ccc(OC(C)=O)cc34)cc12 | 1.01
CC(C)(C)NC(=O)CSc1nnnn1-c1ccc(O)cc1 | -0.52
O=C(CN1CCN(c2ccccc2)CC1)Nc1scc2c1c(=O)oc1ccccc12 | 0.28
COc1cc(CN2CCN(Cc3ccc4c(c3)OCO4)CC2)cc(OC)c1 | -0.86
Cc1cc(O)cc(C)c1NS(=O)(=O)c1ccccc1 | 3.54*
Cc1ccc(CSc2n[nH]c(C(F)(F)F)n2)cc1 | 1.76
CN(C)Cc1cc(C(C)(C)C)c(O)c(C(C)(C)C)c1 | 1.62
CSc1sc(C(=O)NNC(C)=O)c2c1C=CCC2 | 19.4
C[C@@H]1NC(=O)NC1=O | -0.78

Other compounds:
canonical_smiles | Dicer processing
NNC(=O)Cn1nnc(-c2ccccc2C(F)(F)F)n1 | 0.88
COc1ccccc1OCc1nc(C#N)c(N(C)C)o1 | 2.75
CSc1cc(-c2ccccn2)nc(C(C)(C)C)c1 | 2.33
CN(C)c1ccc(CNC2CCCCC2)cc1 | 2.34
Cc1ccc(S(=O)(=O)Nc2cc(-c3ccccc3)nn2C)cc1 | 1.45
COCc1nc(SC)[nH]c(=O)c1C | 0.85
COc1ccc(CCN(C)CCc2ccc(OC)c(OC)c2)cc1OC | -0.39
C/C(=N\N=C1/NC(=O)CS1)c1ccc(Cl)s1 | -0.34
Cc1cc(C(=O)NCc2ccc3c(c2)OCCCO3)nn1C | 0.67
CCOC(=O)CSc1n[nH]c(-c2ccncc2)n1 | 2.05
O=[N+]([O-])c1cccc(C2=NNC(O)(C(F)(F)F)C2)c1 (stereo not given) | -0.2
Cc1nc2ccccc2c2c1C(=O)N(c1cccc(C(=O)OCC(=O)c3ccccc3)c1)C2=O | 0.48

Quoted from the listing:
Cc1nc2ccccc2c2c1C(=O)N(c1cccc(C(=O)OCC(=O)c3ccccc3)c1)C2=O @ Dicer processing: 0.48
CN(C)c1ccc(CNC2CCCCC2)cc1 @ Dicer processing: 2.34
COc1ccccc1OCc1nc(C#N)c(N(C)C)o1 @ Dicer processing: 2.75

The list goes on:
canonical_smiles | Dicer processing
Clc1ccc(-c2nc(CSc3nc4ccccc4n4cccc34)cs2)cc1 | -1.2
N#Cc1cncc(C#Cc2ccccc2)c1 | -1.9
CC(C)Cn1c(C2CC(=O)N(c3ccccc3)C2)nc2ccccc21 (stereo not given) | 5.98*
COc1ccc2c(c1)C(C)CC(C)(C)N2C(=O)CSc1ncn[nH]1 (stereo not given) | 0.09
COc1cccc(C2C3=C(CCCC3=O)NC3=C2C(=O)c2ccccc23)c1 (stereo not given) | 1.49
N#C/C(=C\Nc1ccccc1Cl)S(=O)(=O)c1ccccn1 | -0.54
CCCOC(=O)C1=C(C)NC2=C(C(=O)CC(C)(C)C2)C1c1ccc(Br)cc1 (stereo not given) | 1.2
Cn1c(=O)c(-c2nc(C(C)(C)C)cs2)cn(-c2ccccc2)c1=O | 0.12
CN(C)C=C1C(=O)CC(c2ccc(Cl)cc2)CC1=O (stereo not given) | -0.53
N#Cc1cccnc1NNC(=O)CCC(=O)O | 0.37
COc1ccc(-n2c(=S)[nH]c(=O)c3cccnc32)cc1 | 0.4
Cn1c(=O)c2c(nc(NCCO)n2Cc2cccc(F)c2)n(C)c1=O | -0.39

An excerpt of these results, as labelled records:
> Cc1c(C(=O)CSc2nccc(-c3cccs3)n2)sc2ccc(Cl)cc12
  Dicer processing: -0.9
> Cn1cc(C(=O)Nc2ccc(Cl)cc2)c(C(F)(F)F)n1
  Dicer processing: 1.29
> CCNC(=O)NNc1c(Cl)cccc1Cl
  Dicer processing: -0.28
> COC(=O)c1cc(-c2ccc(Br)cc2)no1
  Dicer processing: 1.96

Quoted from the results shown (four entries):
canonical_smiles | Dicer processing
N#C/C(=C\Nc1ccccc1Cl)S(=O)(=O)c1ccccn1 | -0.54
CCCOC(=O)C1=C(C)NC2=C(C(=O)CC(C)(C)C2)C1c1ccc(Br)cc1 (stereo not given) | 1.2
Cn1c(=O)c(-c2nc(C(C)(C)C)cs2)cn(-c2ccccc2)c1=O | 0.12
CN(C)C=C1C(=O)CC(c2ccc(Cl)cc2)CC1=O (stereo not given) | -0.53

Further results follow:
canonical_smiles | Dicer processing
Cc1cccc(Cl)c1OC(=O)c1cc(C(C)(C)C)nn1C | -1.07
CC(C)c1ccc(C2c3c(oc4ccccc4c3=O)C(=O)N2Cc2ccc3c(c2)OCO3)cc1 (stereo not given) | 0.22
O=S1(=O)c2cccc3cccc(c23)N1Cc1cc2c(cc1Cl)OCO2 | 0.54
CCOC(=O)c1c(-c2c(Cl)cccc2Cl)noc1N | -0.46
Nc1ccc(Sc2ccc(N)cc2C(=O)O)c(C(=O)O)c1 | 0.21
COc1ccc(C2C(C(=O)OC(C)C)=C(C)N=C3SCCC(=O)N32)cc1OC (stereo not given) | -2.83

Looked up by structure from the list above, five records:
canonical_smiles | Dicer processing
COc1ccc(C2C(C(=O)OC(C)C)=C(C)N=C3SCCC(=O)N32)cc1OC (stereo not given) | -2.83
CCOC(=O)c1c(-c2c(Cl)cccc2Cl)noc1N | -0.46
Nc1ccc(Sc2ccc(N)cc2C(=O)O)c(C(=O)O)c1 | 0.21
O=S1(=O)c2cccc3cccc(c23)N1Cc1cc2c(cc1Cl)OCO2 | 0.54
Cc1cccc(Cl)c1OC(=O)c1cc(C(C)(C)C)nn1C | -1.07
